ATG4B inhibitor: ATG4B (human) cysteine protease inhibition. Q9Y4P1. ATG4B cleavage of LC3-PLA2, NBD-HPC fluorescence, 1 h. inhibition, % at 8.33 µM. hit rate 0.51% among 340,000; in the data active = inhibition above about 40%
Target sequence (Q9Y4P1 whole entry, looked up): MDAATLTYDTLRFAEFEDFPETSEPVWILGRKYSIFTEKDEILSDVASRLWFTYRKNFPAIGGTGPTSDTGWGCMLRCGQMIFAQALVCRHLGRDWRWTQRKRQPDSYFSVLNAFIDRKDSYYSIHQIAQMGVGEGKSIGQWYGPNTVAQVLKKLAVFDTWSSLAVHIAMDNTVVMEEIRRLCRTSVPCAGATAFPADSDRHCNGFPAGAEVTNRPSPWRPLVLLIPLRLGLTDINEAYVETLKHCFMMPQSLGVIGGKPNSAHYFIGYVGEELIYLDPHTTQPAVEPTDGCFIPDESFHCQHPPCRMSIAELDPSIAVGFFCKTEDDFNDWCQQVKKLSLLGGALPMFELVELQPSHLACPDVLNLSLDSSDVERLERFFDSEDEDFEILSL
mIAP act: increases mouse intestinal alkaline phosphatase activity; hit rate 0.24% among 330,000; muIAP, CDP-Star luminescence, 30 min; hits give high values; 1 = vehicle-only enzyme signal, 0 = enzyme-free wells; activation factor at 10 µM; AID 2805;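 active = activation factor of at least 2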; also: the source names both 10 and 20 µM as test concentration; values of inactives mirror those of a sister screen read the other way
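Assay system: mouse IAP enzyme; reagent: chemiluminescent substrate CDP-Star; dosing: test compounds delivered from DMSO solution; schedule: 30 min at room temperature; measured by: luminescence from enzymatic CDP-Star hydrolysis; controls: DMSO-only wells and no-enzyme negative control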
hIAP inh: blocks human intestinal alkaline phosphatase; P09923; purified IAP, CDP-Star luminescence, 30 min; inhibition, % at 10 µM; hit rate 0.12% among 330,000; AID 2544;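 active = inhibition reaching a set limit with compound at 10 µM in the primary screen, cut at about 35% in these data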;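 also: plate controls were DMSO wells with enzyme for no effect and no-enzyme buffer wells for full effect; values of inactives mirror those of a sister screen read the other way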
Target sequence (P09923 whole entry, looked up): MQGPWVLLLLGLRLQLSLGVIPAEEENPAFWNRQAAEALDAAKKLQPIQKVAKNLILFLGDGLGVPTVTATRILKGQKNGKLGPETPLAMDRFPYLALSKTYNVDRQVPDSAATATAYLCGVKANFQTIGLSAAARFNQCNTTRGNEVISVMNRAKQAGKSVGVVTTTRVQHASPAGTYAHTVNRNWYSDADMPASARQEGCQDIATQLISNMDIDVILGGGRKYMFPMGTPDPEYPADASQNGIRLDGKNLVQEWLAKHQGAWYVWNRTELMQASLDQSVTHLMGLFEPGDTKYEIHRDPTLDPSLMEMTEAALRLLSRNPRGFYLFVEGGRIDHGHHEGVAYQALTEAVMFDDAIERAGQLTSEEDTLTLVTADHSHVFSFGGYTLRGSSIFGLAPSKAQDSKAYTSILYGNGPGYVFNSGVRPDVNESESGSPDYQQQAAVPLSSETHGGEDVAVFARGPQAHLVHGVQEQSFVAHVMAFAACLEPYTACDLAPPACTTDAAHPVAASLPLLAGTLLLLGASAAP
NALP3 yeast inh: NALP3 inhibition in yeast; Yeast reconstituted NLRP3/ASC/caspase-1, beta-gal luminescence, 24 h; inhibition, % at 10 µM; hit rate 0.39% among 330,000;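 active = inhibition of 50% or more; inactive = inhibition below 50%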;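 also: plate controls were induced DMSO wells for no effect and uninduced yeast grown without galactose for full effect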
TIM10 inh: growth inhibitors of TIM10 yeast strain. S. cerevisiae TIM10 strain growth, BacTiter-Glo luminescence, 24 h. inhibition, % at 10 µM. hit rate 1.4% among 330,000. AID 463195;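 active = inhibition of 40% or more at the single tested concentration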;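 also: wild-type TIM10 isogenic control strain grown at permissive 25 °C; 0% = DMSO yeast wells and 100% = minimal medium wells without yeast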
hIAP activ: human IAP activation | P09923 | purified human IAP, CDP-Star luminescence, 30 min; hits give high values; 1 = vehicle-only enzyme, 0 = enzyme-free background | AID 2524 | hit rate 0.16% among 330,000 | activation factor at 10 µM;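 active = activation factor of the enzyme at least 2-fold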; also: the source names both 10 and 20 µM as test concentration; values of inactives mirror those of a sister screen read the other way
tim10-1 inh: tim10-1 yeast growth inhibition; S. cerevisiae tim10-1 ts strain growth, BacTiter-Glo, 24 h; inhibition, % at 20 µM; hit rate 2.2% among 330,000;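 active = inhibition of at least 40%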;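 also: mutant grown at 25 °C; 0% = DMSO wells with yeast and 100% = wells holding no yeast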
Apaf-1 inh: blocks human Apaf-1 apoptosome activity; O14727; reconstituted apoptosome caspase-3 activity, DEVD-Rh110 fluorescence; inhibition, % at 20 µM; hit rate 0.71% among 330,000; AID 489030; active = inhibition of at least 40% at 20 µM;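 also: plate controls were DMSO wells for no effect and DEVD-CHO caspase inhibitor wells for full effect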
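Medium: Hepes buffer, pH 7.5 / System: biochemical Apaf-1 apoptosome reconstitution / Measured by: Rh110 fluorescence, excitation 480 nm, emission 540 nm / Times: compound with Apaf-1, dATP, procaspase-3 30 min, then 50 min reaction, room temperature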
mIAP block: mouse IAP inhibition | purified mouse IAP, CDP-Star luminescence, 30 min | hit rate 0.2% among 330,000 | inhibition, % at 10 µM;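 active = inhibition of at least 40% at 10 µM in the primary screen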;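 also: plate controls were DMSO with enzyme for no effect and no enzyme wells for full effect; values of inactives mirror those of a sister screen read the other way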
* hit, by the source's call; . = no result given.

SMILES	ATG4B inhibitor	mIAP act	hIAP inh	NALP3 yeast inh	TIM10 inh	hIAP activ	tim10-1 inh	Apaf-1 inh	mIAP block
C=CCNC(=S)Nc1ccc2cn[nH]c2c1	-8	0.93	8	-1	-5	0.92	-9	-14	7
NS(=O)(=O)c1ccc(CNC(=S)Nc2ccc(F)c(Cl)c2)cc1	-6	1.4	-3	7	11	1	0	-3	-42
CC(Sc1ccccc1)C(=O)N1CCN(S(=O)(=O)c2ccccc2)CC1 (centres undefined)	5	1	-4	26	8	1	12	13	-4
Cn1c(=O)c2c(nc(N3CCCCCC3)n2CC(O)COc2ccccc2)n(C)c1=O (centres undefined)	-10	0.94	-7	6	20	1.1	20	2	6
Cc1ccc(-c2csc(N3N=C(c4ccccc4)/C(=C\c4ccc(N(C)C)cc4)C3=O)n2)cc1	.	0.89	24	29	3	0.76	36	24	12
CCOc1c(Cl)cc(CNc2ccc(S(N)(=O)=O)cc2)cc1OC	-6	1.1	-12	-1	-4	1.1	8	-3	-13
CCOc1ccc2nc(NC(=O)CN3CCC(n4nnc5cc(F)ccc54)CC3)sc2c1	-19	1	-7	38	28	1.1	31	23	-2
Cc1ccc(C)c(NC(=O)COC(=O)c2cc3ccccc3oc2=O)c1	-6	1	2	6	16	0.98	-10	0	-4
c1ccc2c(-n3cccn3)cccc2c1	0	0.95	0	5	10	1	-2	-3	5
COc1ccc(N2CCN(C(=O)Cc3nn(C)c(=O)c4ccccc34)CC2)cc1	3	1.1	2	-8	5	0.98	22	8	-8
CCC(=O)N1CCN(c2nc(-c3ccc(Cl)cc3)cs2)CC1	-7	0.98	-6	-7	35	1.1	23	13	2
N#Cc1ccc(CN2CCN(CC(=O)NCCc3ccc(Cl)cc3Cl)CC2)cc1	-8	1.6	-27	9	4	1.3	5	17	-57
Cc1ccc(NC(=O)CSCC(=O)N2CCOCC2)cc1	-9	1	6	-6	10	0.94	12	-1	-1
C/C(=N\NC(=O)c1c([N+](=O)[O-])c(C)nn1C)c1ccc(NC(=O)C2CCCC2)cc1	-3	1	4	15	9	0.96	20	2	-2
COc1ccccc1N1CCN(S(=O)(=O)Cc2ccccc2Cl)CC1	4	1.1	-1	23	28	1	31	4	-13
CCOCC(=O)Nc1ccc([N+](=O)[O-])cc1C	3	1	12	21	-25	0.88	-4	1	-1
COc1ccc(OC)c(NC(=O)CSc2n[nH]c(-c3cccnc3)n2)c1	-2	0.91	2	13	13	0.98	-26	3	9
O=C1CN(C(=O)c2cc3ccccc3oc2=O)C(c2ccc(F)cc2)c2cc(F)ccc2N1 (centres undefined)	-1	0.88	26	-6	10	0.74	18	3	12
COc1ccc(-n2ccnc2SCC(=O)Nc2ccccc2)cc1	-15	0.92	-1	24	-1	1	23	5	8
CCc1ccc(NC(=O)COc2coc(CN3CCN(c4ccccc4)CC3)cc2=O)cc1	7	0.95	4	28	-7	0.96	-17	0	5
O=C(Cn1cc(C(F)(F)F)ccc1=O)Nc1cc(S(=O)(=O)N2CCOCC2)ccc1Cl	-4	0.98	-8	7	15	1.1	9	-5	2
CC1CN(CC(=O)Nc2cccc(C(=O)Nc3cccc(C(F)(F)F)c3)c2)CC(C)O1 (centres undefined)	-1	0.83	7	1	1	0.93	28	1	17
CN(C)C1NC(=O)c2cc(-c3ccccc3)sc2N1 (centres undefined)	-3	1	6	37	17	0.94	21	1	-1
Cc1cc(Cn2nnc(-c3ccc(Br)cc3)n2)cc(C)c1O	-1	0.91	-6	15	0	1.1	2	2	9
ClC(Cl)(Cl)c1nc2ccccc2n2nncc12	-5	0.98	11	25	19	0.89	32	3	2

7 compounds from above, sorted by length of the SMILES, descending:
SMILES	ATG4B inhibitor	mIAP act	hIAP inh	NALP3 yeast inh	TIM10 inh	hIAP activ	tim10-1 inh	Apaf-1 inh	mIAP block
C/C(=N\NC(=O)c1c([N+](=O)[O-])c(C)nn1C)c1ccc(NC(=O)C2CCCC2)cc1	-3	1	4	15	9	0.96	20	2	-2
CCc1ccc(NC(=O)COc2coc(CN3CCN(c4ccccc4)CC3)cc2=O)cc1	7	0.95	4	28	-7	0.96	-17	0	5
COc1ccc(OC)c(NC(=O)CSc2n[nH]c(-c3cccnc3)n2)c1	-2	0.91	2	13	13	0.98	-26	3	9
Cc1ccc(C)c(NC(=O)COC(=O)c2cc3ccccc3oc2=O)c1	-6	1	2	6	16	0.98	-10	0	-4
CCOc1c(Cl)cc(CNc2ccc(S(N)(=O)=O)cc2)cc1OC	-6	1.1	-12	-1	-4	1.1	8	-3	-13
CCOCC(=O)Nc1ccc([N+](=O)[O-])cc1C	3	1	12	21	-25	0.88	-4	1	-1
C=CCNC(=S)Nc1ccc2cn[nH]c2c1	-8	0.93	8	-1	-5	0.92	-9	-14	7

The list goes on.
SMILES	ATG4B inhibitor	mIAP act	hIAP inh	NALP3 yeast inh	TIM10 inh	hIAP activ	tim10-1 inh	Apaf-1 inh	mIAP block
O=C(NC(=S)N1CCN(Cc2ccc3c(c2)OCO3)CC1)c1cccc(Br)c1	-2	1	21	27	56*	0.79	51*	6	0
CCOn1c(=O)c(-c2cc3ccccc3o2)[n+]([O-])c2ccccc21	-9	1	2	15	15	0.98	14	1	-1
CCCN(C(=O)CCSc1ccc(F)cc1)c1c(N)n(Cc2ccccc2)c(=O)[nH]c1=O	-3	0.93	7	13	5	0.93	-15	-3	7
c1coc(-c2cc(C3CCNCC3)[nH]n2)c1	-11	1	-5	12	6	1	6	-6	-3
CCOC(=O)c1ccc(NC(=O)CN2C(=O)CSCC2=O)cc1	3	0.97	2	20	5	0.98	16	0	3
CN(Cc1ccccc1)C(=O)CSc1nc2c(c(C(F)(F)F)n1)CCc1ccccc1-2	28	1.1	4	12	4	0.95	44*	33	-6
CC(C)(C)n1ncc2c(=O)n(CC(=O)NC3CCCCC3)cnc21	-2	1.1	-1	10	-11	1	-8	6	-5
Oc1ccc(/C=N/NC2=NCCCCC2)cc1	-10	1	-5	24	-5	1.1	2	-28	-4
Cc1cccc(NC2=NC(=S)N(CC#N)C23CCCCC3)c1	-6	0.94	-3	0	15	1	13	5	6
CCN(C(=O)CCc1nc(-c2ccc(OC)cc2)no1)c1cc(OC)ccc1OC	-4	1	13	18	10	0.87	12	10	-3
Cc1cc(Nc2cccc(F)c2)n2nc(C)nc2n1	-9	0.9	4	13	3	0.96	8	-10	10
COC(=O)C1=C(C)N(Cc2ccccc2)C(=NCC(C)C)N[C@H]1c1ccccc1	-5	1.1	28	17	5	0.72	6	27	-7
O=C(Nc1ccccc1C(=O)N/N=C/c1ccco1)c1ccccc1Cl	-1	0.92	1	24	14	0.99	23	-2	8
O=C(Nc1cccnc1)c1c(F)cccc1F	11	1.1	5	8	-10	0.95	5	-8	-5
Cc1ccc2cc(CCNS(=O)(=O)c3ccc(Br)cc3)c(=O)[nH]c2c1C	-11	0.99	2	5	-7	0.97	23	11	1
CC(=O)Nc1cccc(NC(=O)Nc2ccc(F)cc2F)c1	-7	0.97	-10	9	3	1.1	-11	4	3
CCOc1cccc2sc(N(CCN(CC)CC)C(=O)c3cccc(N4C(=O)CCC4=O)c3)nc12	-13	0.99	-2	13	-4	1	-6	8	1
CC1CN(C(=O)c2ccc(-c3cccc(C(F)(F)F)c3)o2)CC(C)O1 (centres undefined)	10	0.95	-2	25	11	1	29	18	5
Cc1nc2ccccc2c(=O)n1N(c1ccccc1)c1ccccc1	2	0.98	3	-5	18	0.97	6	10	2
CCOC(=O)c1nc(C)n(-c2ccc(Cl)cc2)n1	-6	0.99	3	18	16	0.97	4	-8	1
COc1ccc(S(=O)(=O)N2CCCC(C(=O)NC3CCCC3)C2)cc1OC (centres undefined)	-6	1	5	7	-2	0.95	12	1	-1
CCN(CC)S(=O)(=O)c1cccc(-c2nnc(SCC(=O)NC3CCCC3)n2N)c1	0	0.96	7	3	9	0.93	3	-1	4
O=C(NC1CCCC1)C(c1ccncc1)N(C(=O)c1ccco1)c1ccccc1 (centres undefined)	5	1.1	-8	8	-17	1.1	8	-2	-15
CCOC(=O)C(C)Oc1cccc2c(=O)n(CC(=O)NCCc3ccc(OC)c(OC)c3)ccc12 (centres undefined)	-23	1.1	-8	-9	7	1.1	14	14	-13
COc1ccc(CNC(=O)C2CCN(C(=O)[C@@H]3Cc4ccccc4CN3)CC2)cc1	-4	1	-16	7	5	1.2	-9	-4	-2
c1ccc(-c2nc(NCc3cccnc3)c3oc4ccccc4c3n2)cc1	-9	1	0	19	22	1	34	22	-4
O=C(Nc1cccc(O)c1)c1cccc(S(=O)(=O)Nc2cccc(O)c2)c1	-6	0.99	4	14	-8	0.96	-2	-10	1
O=Cc1c(Cl)[nH]c(=O)n1-c1ccccc1	-5	0.97	3	-12	2	0.97	6	2	3
Cc1cc(C)cc(NC(=O)C2CCN(C(=O)[C@@H]3Cc4ccccc4CN3)CC2)c1	1	1.1	-22	18	2	1.2	-12	-2	-9
COc1ccc(NC(=O)c2ccccc2NS(=O)(=O)c2ccc(CNC(C)=O)cc2)c(OC)c1	-1	0.95	13	22	3	0.87	7	-4	5

Single records, from the list above. Screens in order: ATG4B inhibitor, mIAP act, hIAP inh, NALP3 yeast inh, TIM10 inh, hIAP activ, tim10-1 inh, Apaf-1 inh, mIAP block
Record of `O=Cc1c(Cl)[nH]c(=O)n1-c1ccccc1` = -5, 0.97, 3, -12, 2, 0.97, 6, 2, 3
Record of `CCN(C(=O)CCc1nc(-c2ccc(OC)cc2)no1)c1cc(OC)ccc1OC` = -4, 1, 13, 18, 10, 0.87, 12, 10, -3
Record of `CCN(CC)S(=O)(=O)c1cccc(-c2nnc(SCC(=O)NC3CCCC3)n2N)c1` = 0, 0.96, 7, 3, 9, 0.93, 3, -1, 4
Record of `CN(Cc1ccccc1)C(=O)CSc1nc2c(c(C(F)(F)F)n1)CCc1ccccc1-2` = 28, 1.1, 4, 12, 4, 0.95, 44*, 33, -6

Screens: PubChem, Sanford-Burnham Center for Chemical Genomics
